TrxR1 substrate = rat thioredoxin reductase 1 substrate activity; actives 0.01% (n = 390,000); purified TrxR1 substrate turnover, NADPH consumption readout; O89049; Potency, µM (top dose mostly 114 µM), inactives show top-dose activity change, negative = substrate turnover; also: potency is read from the fitted curve at half-maximal effect; % is scaled to controls: 0 for no effect and ±100 for the full control effect; nearly all actives have a fitted effect of over 50% in size
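Rat TrxR1, dispensed at 90 nM, was prereduced with 400 uM NADPH (final) for 5 min at ~22 deg C, then incubated with compound 15 min before 400 uM selenite. A first-read NADPH fluorescence drop versus no-compound background flagged substrates.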
USP1-UAF1 inh = inhibitors of human USP1/UAF1 deubiquitinase | recombinant USP1/UAF1, Ub-Rhodamine cleavage fluorescence | actives 0.23% (n = 390,000) | Potency, µM (doses to about 57.1 µM), for inactives: at the top dose activity change, negative = inhibition, usual class: inhibitors | O94782; also: potency is read from the fitted curve at half-maximal effect; % is scaled to controls: 0 for no effect and ±100 for the full control effect; nearly all actives have a fitted effect of over 60% in size; inactives centre near -12
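High-throughput fluorogenic screen: 1nM USP1/UAF1 complex, Ub-Rho substrate 150nM final, 50mM HEPES pH 7.8 with 0.5mM EDTA, 0.1 mg/ml BSA, 1mM TCEP and 0.01% Tween-20.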
HP1b binding inh = inhibitors of HP1-beta chromodomain binding to methylated histone tails. AlphaScreen HP1-beta / biotin-H3K9me3 peptide binding. AID 540317. P83916. actives 0.56% (n = 390,000). Potency, µM (titrated, usually from 114 µM), for the others: top-dose activity change, negative = inhibition, hits mostly inhibitors; also: potency is read from the fitted curve at half-maximal effect; nearly all actives have a fitted effect of over 70% in size; inactives centre near 23
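Compound inhibition of the preformed complex between 50 nM HP1-beta and 50 nM biotinylated H3K9me3 peptide was read by AlphaScreen. Buffer was PBS pH 7.4 with 0.01% Tween-20. Incubations ran 30 min at room temperature, with 10 ug/mL donor/acceptor beads.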
Tb PGK inh = blocks T. brucei phosphoglycerate kinase; P07378; PGK/GAPDH coupled, Kinase-Glo luminescence, 60 min; Potency, µM (series often up to 57.5 µM), inactives show at the top dose activity change, negative = inhibition, actives largely listed as inhibitors; actives 0.043% (n = 380,000); also: potency is read from the fitted curve at half-maximal effect; % is scaled to controls: 0 for no effect and ±100 for the full control effect; nearly all actives have a fitted effect of over 60% in size
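Luminescent ATP detection (Kinase-Glo Plus) follows a 60-minute room-temperature incubation, with wells lacking PGK as controls. Buffer: 100 mM TEA (pH 7.6), 5 mM MgCl2, 0.01% Tween-20. Coupling enzyme GAPDH (100 nM final) supplies unstable 1,3-BPG in-well.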
TrxR1 inh = inhibitors of rat thioredoxin reductase 1. O89049. actives 1% (n = 390,000). AID 588453. recombinant rTrxR1, NADPH fluorescence consumption, selenite substrate. Potency, µM (highest dose often 114 µM), for inactives: top-dose activity change, negative = inhibition, usual class: inhibitors; also: potency is read from the fitted curve at half-maximal effect; % is scaled to controls: 0 for no effect and ±100 for the full control effect; nearly all actives have a fitted effect of over 65% in size
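Rat TrxR1 (90 nM in the dispensed reagent) was pre-reduced with 400 uM NADPH for 5 min at room temperature, then incubated with compound for 15 min. After 400 uM selenite was added, NADPH fluorescence (Ex 340/Em 450 nm) was followed for 8 min.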
mIDH1 inhibitor = blocks human mutant IDH1 R132H enzyme. Potency, µM (highest dose often 76.6 µM), inactives show at the highest dose activity change, negative = inhibition, actives largely listed as inhibitors. IDH1-R132H enzyme, NADPH consumption, diaphorase/resazurin fluorescence. O75874. AID 602179. actives 0.093% (n = 390,000); also: potency is read from the fitted curve at half-maximal effect; % is scaled to controls: 0 for no effect and ±100 for the full control effect; nearly all actives have a fitted effect of over 65% in size
Target sequence (O75874 whole entry R132H, stated change not applied): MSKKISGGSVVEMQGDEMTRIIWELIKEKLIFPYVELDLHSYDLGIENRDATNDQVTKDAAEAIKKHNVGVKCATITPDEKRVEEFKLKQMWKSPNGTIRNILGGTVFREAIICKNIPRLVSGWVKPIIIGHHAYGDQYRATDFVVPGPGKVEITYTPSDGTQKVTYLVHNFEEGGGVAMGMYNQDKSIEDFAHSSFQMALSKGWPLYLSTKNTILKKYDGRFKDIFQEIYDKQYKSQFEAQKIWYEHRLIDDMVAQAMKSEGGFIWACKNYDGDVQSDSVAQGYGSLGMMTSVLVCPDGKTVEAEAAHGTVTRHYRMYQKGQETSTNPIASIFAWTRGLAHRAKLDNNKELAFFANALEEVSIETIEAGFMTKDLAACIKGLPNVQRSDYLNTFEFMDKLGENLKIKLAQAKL
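IDH1-R132H (0.5 ug/mL dispensed) in pH 7.5 Tris buffer was preincubated 30 min with compound, then given a substrate mix of 0.016 mM NADPH and 2 mM alpha-KG for 80 min at room temperature; remaining NADPH was read by diaphorase/resazurin fluorescence.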
PI4K2A block = inhibitors of human PI4K2A | Q9BTU6 | purified PI4K2A, ADP-Glo luminescence, 1 h; hits give low values | activity change, negative = inhibition, % at 76.9 µM | actives 0.13% (n = 420,000) | AID 1346378; in the data active = activity change below about -50%; inconclusive = mostly about -30% to -49%;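 also: -100% = wells without enzyme as full effect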
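In this quantitative HTS, ADP production by PI4K2A was quantified luminescently after 1 h at ambient temperature; 100 microM adenosine served as plate-quality control.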
GLS inh = glutaminase GLS (human) inhibition; AID 624170; actives 0.21% (n = 410,000); GLS enzymatic activity, qHTS titration; O94925; Potency, µM (top dose mostly 45.5 µM), for the others: at the top dose activity change, negative = inhibition, hits mostly inhibitors; also: potency is read from the fitted curve at half-maximal effect; % is scaled to controls: 0 for no effect and ±100 for the full control effect
Target sequence (O94925 whole entry, looked up): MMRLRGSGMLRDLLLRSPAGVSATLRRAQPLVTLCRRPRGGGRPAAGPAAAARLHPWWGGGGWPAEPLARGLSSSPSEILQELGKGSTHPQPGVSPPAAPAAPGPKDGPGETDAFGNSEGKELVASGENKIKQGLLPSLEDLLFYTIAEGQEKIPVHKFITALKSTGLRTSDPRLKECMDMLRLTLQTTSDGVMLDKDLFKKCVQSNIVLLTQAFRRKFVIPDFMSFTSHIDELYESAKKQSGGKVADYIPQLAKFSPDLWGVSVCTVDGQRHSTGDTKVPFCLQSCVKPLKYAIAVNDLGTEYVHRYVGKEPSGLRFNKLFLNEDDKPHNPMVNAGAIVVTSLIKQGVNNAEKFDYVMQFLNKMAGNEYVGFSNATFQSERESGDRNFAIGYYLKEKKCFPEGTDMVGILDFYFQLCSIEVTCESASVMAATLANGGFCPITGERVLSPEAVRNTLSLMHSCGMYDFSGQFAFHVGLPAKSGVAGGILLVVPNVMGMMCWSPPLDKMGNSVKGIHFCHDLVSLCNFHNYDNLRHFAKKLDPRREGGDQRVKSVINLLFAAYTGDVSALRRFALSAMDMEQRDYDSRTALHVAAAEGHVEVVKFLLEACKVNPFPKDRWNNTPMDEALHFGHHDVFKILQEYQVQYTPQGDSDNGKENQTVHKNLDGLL
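Coupled fluorescence readout: glutamate oxidase/HRP/Amplex Red detect glutamate formed by hKGA from L-glutamine (1 mM solution added). Buffer 45 mM KH2PO4 pH 8.2, 0.02% Tween-20; reads at t0 and 30 min RT.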
Pin1 inhibitor = human Pin1 inhibition; Q13526; Pin1 FP peptide displacement, HiFluor488, 10 min; Potency, µM (series often up to 115 µM), inactives show at the top dose activity, negative = inhibition, hits mostly inhibitors; actives 0.009% (n = 390,000); active = well fitted inhibition curve with a large enough effect in the polarisation, with a control signal flat, not every such curve was filed as active; inconclusive = small, poorly fitted or top-dose-only effect, or effect the other way, or a change in a side signal; inactive = no such curve, though single readings can be large or run the other way; the % refers to the polarisation; also: potency is read from the fitted curve at half-maximal effect; % is scaled to controls: 0 for no effect and ±100 for the full control effect
Active calls of the source: *; i = inactive; u = inconclusive; [ ] = dose if it differs, or a comment. Unless noted, calls follow the shape of the dose curve; as a rule, active = well fitted curve in the direction sought with a large enough effect; inconclusive = small, poorly fitted or top-dose-only effect, or another doubt; inactive = no such curve, though single readings can be large; an effect the other way counts as inactive or inconclusive.

SMILES	TrxR1 substrate	USP1-UAF1 inh	HP1b binding inh	Tb PGK inh	TrxR1 inh	mIDH1 inhibitor	PI4K2A block	GLS inh	Pin1 inhibitor
O=C1CCC(=O)N1N1C(=O)C2C3c4ccccc4C(c4ccccc43)C2C1=O (centres undefined)	5%[57.1 µM]	-10%	29%	18%	8%[57.1 µM]	-2%	1	-1%	0%
CCC(=O)Nc1c(C)nn(C(=O)CC)c1C	14%[57.1 µM]	-9%	15%	3%	14%[57.1 µM]	1%	6	9%	-1%
COc1ccc(/C=C(\C#N)C(=O)Nc2cc(S(=O)(=O)N3CCOCC3)ccc2N2CCCC2)cc1	-13%	-24%	u	-11%	-1%	6%	13	-5%	13%
Cc1cc(Cl)ccc1C(=O)C1CCCN(C(=O)c2ccsc2)C1 (centres undefined)	2%	-22%	24%	-3%	12%	3%	2	1%	6%
Cc1cc(N2CCOCC2)nc2ccc(NC(=S)N3CCN(c4ccccc4)CC3)cc12	-2%	u	20%	1%	-20%	-13%	0	16%	7%
COc1ccc(CCNC(=O)CSc2nnc3ccc(-c4ccncc4)nn23)cc1	2%	-6%	9%	3%	27%	12%	-3	-11%	3%
Cc1ccc(Cn2cnc3ccccc32)cc1C	-9%	-20%	40%	-13%	-14%	5%	0	2%	-8%
COc1cc2nc(CC(C)C)n(NC(=O)c3ccccc3)c(=O)c2cc1OC	-13%	-6%	17%	-8%	-10%	-5%	-1	7%	-9%
COc1ccc(N(CC(=O)NCCc2ccc(C)cc2)S(=O)(=O)c2c(C)noc2C)cc1	-2%	-12%	34%[activator]	-2%	1%	-1%	-1	3%	-3%
CC(C)(C)c1csc(SCC(=O)Nc2ccc(Cl)cn2)n1	1%[57.1 µM]	-13%	143%	-1%	1%[57.1 µM]	4%	-3	-1%	-4%
COc1ccc(C2C(C(=O)N3CCN(c4ccccc4)CC3)c3ccccc3C(=O)N2C)cc1OC (centres undefined)	10%	-13%	23%	8%	11%	4%	8	22%	2%
CC(C)[C@@H](C(=O)N[C@@H](Cc1ccccc1)C(=O)O)N1C(=O)N2CCc3c([nH]c4ccccc34)[C@@]2(C)C1=O	3%	-14%	-1%	i	9%	-8%	-3	4%	1%

At a glance, ten of the compounds above.
SMILES	TrxR1 substrate	USP1-UAF1 inh	HP1b binding inh	Tb PGK inh	TrxR1 inh	mIDH1 inhibitor	PI4K2A block	GLS inh	Pin1 inhibitor
COc1ccc(/C=C(\C#N)C(=O)Nc2cc(S(=O)(=O)N3CCOCC3)ccc2N2CCCC2)cc1	-13%	-24%	u	-11%	-1%	6%	13	-5%	13%
Cc1cc(Cl)ccc1C(=O)C1CCCN(C(=O)c2ccsc2)C1 (centres undefined)	2%	-22%	24%	-3%	12%	3%	2	1%	6%
Cc1cc(N2CCOCC2)nc2ccc(NC(=S)N3CCN(c4ccccc4)CC3)cc12	-2%	u	20%	1%	-20%	-13%	0	16%	7%
COc1ccc(CCNC(=O)CSc2nnc3ccc(-c4ccncc4)nn23)cc1	2%	-6%	9%	3%	27%	12%	-3	-11%	3%
Cc1ccc(Cn2cnc3ccccc32)cc1C	-9%	-20%	40%	-13%	-14%	5%	0	2%	-8%
COc1cc2nc(CC(C)C)n(NC(=O)c3ccccc3)c(=O)c2cc1OC	-13%	-6%	17%	-8%	-10%	-5%	-1	7%	-9%
COc1ccc(N(CC(=O)NCCc2ccc(C)cc2)S(=O)(=O)c2c(C)noc2C)cc1	-2%	-12%	34%[activator]	-2%	1%	-1%	-1	3%	-3%
CC(C)(C)c1csc(SCC(=O)Nc2ccc(Cl)cn2)n1	1%[57.1 µM]	-13%	143%	-1%	1%[57.1 µM]	4%	-3	-1%	-4%
COc1ccc(C2C(C(=O)N3CCN(c4ccccc4)CC3)c3ccccc3C(=O)N2C)cc1OC (centres undefined)	10%	-13%	23%	8%	11%	4%	8	22%	2%
CC(C)[C@@H](C(=O)N[C@@H](Cc1ccccc1)C(=O)O)N1C(=O)N2CCc3c([nH]c4ccccc34)[C@@]2(C)C1=O	3%	-14%	-1%	i	9%	-8%	-3	4%	1%

(continued)
SMILES	TrxR1 substrate	USP1-UAF1 inh	HP1b binding inh	Tb PGK inh	TrxR1 inh	mIDH1 inhibitor	PI4K2A block	GLS inh	Pin1 inhibitor
Cc1ccc(C(=O)NCc2ccc3c(c2)OCO3)cc1C	0%[2.29 µM]	1%	24%	-5%	9%[2.29 µM]	10%	5	-12%	3%
CCc1ccccc1Nc1nc(N)nc(COC(=O)c2c(C)noc2C)n1	1%	-12%	41%[activator]	3%	15%	-1%	3	12%	2%
CN(Cc1cc2cc(F)ccc2[nH]1)Cc1nc(-c2cnccn2)no1	-4%	-15%	35%	7%	-11%	-3%	3	3%	1%
O=C(NCc1cccs1)c1cnc2ccccn2c1=O	11%[57.1 µM]	-7%	17%	-5%	8%[57.1 µM]	-3%	0	u	-4%
Cc1cc(C)nc(SC2=CS(=O)(=O)c3ccccc32)n1	12%[57.1 µM]	-17%	62%[activator]	2%	-6%[57.1 µM]	0%	2	-20%	8%
COc1cccc(Cn2c(=O)n(-c3ccccc3C)c(=O)c3c2c2cc(C)ccc2n3C)c1	324%[activator]	-20%	45%	-10%	331%[activator]	19%	3	1%	2%
CC(=O)N1CCCc2cc(S(=O)(=O)N3CCCC(C(=O)Nc4ccc(F)cc4F)C3)ccc21 (centres undefined)	-11%[57.1 µM]	12%	7%[57 µM]	i	-16%[57.1 µM]	4%	2	1%	-2%
Cc1ccc(S(=O)(=O)N2CCN(C(=O)CCc3c[nH]c4ccccc34)CC2)cc1	6%	-17%	7%	-8%	33%	-8%	1	0%	2%
COc1ccccc1NC(=O)Nc1cc(C(C)C)ccc1C	2%	-25%	14%	u	13%	-8%	-4	-5%	0%
CCC1C(=O)N=C(SCC(=O)Nc2cccc3ccccc23)NC1=O (centres undefined)	25%	1%	52%	i	12%	0%	-13	16%	0%
CC(Sc1ccc2c(c1)OCCO2)C(=O)Nc1ccc2c(c1)OCO2 (centres undefined)	-7%	-12%	50%[activator]	-8%	13%	2%	0	-14%	1%
CCCCCCNc1c([N+](=O)[O-])cc(C)cc1[N+](=O)[O-]	7%	-14%	8.9µM*	-2%	23%	7%	-6	0%	19%
O=C(c1ccc(Cl)cc1Cl)N1CCN(c2ccc(N3CCOCC3)nn2)CC1	48%[activator]	-13%	18%	1%	-7%	1%	3	4%	-10%
COc1ccc(-c2cc(C(=O)NC(C)C)no2)cc1	5%	-3%	9%	-3%	2%	2%	5	2%	7%
Cc1cc(C(=O)NC2CCCC2)on1	-7%	-17%	32%	-2%	-6%	2%	7	-3%	-2%
N#Cc1ccc(C(=O)Nc2cc(-c3ccccc3)nn2-c2ccccc2)cc1	0%[57.1 µM]	3%	33%	4%	6%[57.1 µM]	-7%	-2	10%	-2%
CCC(C)(C)NC(=O)C1CCN(S(=O)(=O)c2ccc3c(c2)CCCN3C(C)=O)CC1	2%[57.1 µM]	-27%	10%[57 µM]	2%	28%[57.1 µM]	2%	-2	0%	6%
CCN1CCN(c2nc(N)c([N+](=O)[O-])c(Nc3ccc(C)cc3)n2)CC1	-17%	-5%	-21%	-4%	-12%	-2%	-7	1%	2%
CC(C)CCNC(=O)CN(Cc1ccco1)C(=O)CCC(=O)Nc1nccs1	4%	-27%	22%	-9%	15%	-1%	-3	1%	-6%
CN(C(=O)CSc1nc(-c2ccccc2)cs1)C1CCS(=O)(=O)C1 (centres undefined)	-1%	-17%	53%[activator]	-2%	-11%	11%	2	0%	-8%
Cc1n[nH]c(=S)n1/N=C/c1cccc(OCc2ccccc2)c1	1%[57.1 µM]	-18%	-16%	-2%	2%[57.1 µM]	-4%	-1	11%	u
CC(C)[C@H](NC(=O)c1ccco1)C(=O)OCC(=O)NC12CC3CC(CC(C3)C1)C2	4%[57.1 µM]	-4%	13%	i	-7%	0%	-3	2%	-6%
CCCCC(=O)Nc1ccccc1C(=O)OCC(=O)c1ccc2c(c1)OCCO2	-3%	-3%	41%[activator]	-2%	5%	-3%	0	0%	-1%
Cc1cccc(CNC(=O)c2cnc3sc(N4CCCCC4)nn3c2=O)c1	32%[57.1 µM]	-22%	41%[activator]	i	22%[57.1 µM]	9%	-13	6%	0%
O=C1CC(c2ccccc2)CC(O)=C1C=NCCN1CCN(Cc2ccccc2)CC1 (centres undefined)	-8%	-13%	31%	-1%	-17%	0%	12	-3%	0%
CCOC(=O)c1sc2ccccc2c1S(=O)(=O)Nc1ccc(OC)c(Cl)c1	9%[57.1 µM]	-9%	29%	1%	18%[57.1 µM]	2%	0	4%	-2%
CNC(=O)c1oc(-c2ccc(Cl)cc2)nc1C	1%	-4%	31%	-5%	7%	5%	0	3%	8%
CN(c1ccccc1)S(=O)(=O)c1cccc(C(=O)NC2CCCCC2)c1	2%	-16%	26%	-9%	10%	2%	6	-4%	2%
O=C(Nc1cccnc1N1CCOCC1)c1cccs1	-4%[57.1 µM]	-16%	34%	2%	-5%[57.1 µM]	3%	0	-2%	-4%

Compound activity as filed in PubChem.

An excerpt (hit frequency here may not be typical).
